Screens (PubChem)
Dynein transport – dynein cargo transport inhibition. 3617.4 mouse cells, GR-EGFP nuclear translocation imaging; test concentration mostly 20 µM; stimulated with dexamethasone, 1 µM; hits give low values. z-score, hits read low. 0.47% of 220,000 active. AID 1381;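 active means plate z-score of nuclear minus cytoplasmic receptor signal below a set negative limit, without overly bright fluorescence or cell loss, cut at about -3.5 in these data, passing the limit was not always enough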;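 further: z-score of nuclear minus cytoplasmic ring GR-EGFP intensity difference per well; some compounds called inactive have numbers as strong as hits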
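Buffer or medium: tetracycline-free induction medium containing charcoal-stripped FBS / Reagent: dexamethasone agonist, 1.0 µM final, for 30 min / Technique: automated 10x imaging of fixed Hoechst-stained cells / Times: induction 48 h, compound 1 h, agonist 30 min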
K1F lysis inhibition – protection from phage-mediated lysis, alamar blue read-out – E. coli UTI89, K1F phage, bacterial capsule biogenesis inhibitors (AID 488966); E. coli UTI89 K1F phage lysis, alamar blue, 2 h; higher % means a stronger effect; inhibition, % at 100 µM; hits with a dose series show IC50 in µM; 0.02% of 340,000 active;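 active means phage lysis inhibition, versus mean bacterial control, above a set limit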;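 further: capsule biogenesis inhibitors block K1F phage lysis so surviving cells raise fluorescence; higher fluorescence means more inhibition of phage lysis; actives were called in the ten point dose series up to 300 µM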
CSM14.1 death rescue – rescue of cells from ER stress-induced death, primary screen, 384-well, CSM14.1, thapsigargin, ATP luminescence (AID 1222); cellular ATP content (survival), % at 20 µM; hits with a dose series show EC50 in µM; CSM14.1 thapsigargin-induced death rescue, ATP luminescence; higher % means a stronger effect; 190,000 tested, under 10 active;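 active means EC50 below 50 µM in the dose-response confirmation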;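 further: death triggered by thapsigargin at about 15 µM added after 2 h compound pretreatment; cell ATP read after overnight thapsigargin exposure of roughly 18 to 22 hours; normalized against plate controls of thapsigargin alone and 5% DMSO vehicle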
MT stabilizer – microtubule stabilizers in HeLa cells | 0.83% of 200,000 active | HeLa tubulin immunostaining HCS, 24 h; share of cells brighter than vehicle mean+2SD | % tubulin-high responders, % at 10 µM | AID 2205;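 active means plate Z-score above 3 for both tubulin-high and condensed-nucleus cell shares, with cell loss under 80%, at 10 µM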;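 further: anti alpha tubulin signal scored within the nucleus-defined area of each cell; some results filed as inactive read as strong as hits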
Ins promoter up – MIN6 insulin promoter up-regulation. MIN6 insulin promoter-GFP reporter, high-content imaging; hits give high values. z-score at 5 µM. 0.3% of 190,000 active. AID 1625;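 active means z-score above 3 at 5 µM with at least 500 cells counted in the well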
bCat nuc transl – alters nuclear translocation of beta-catenin in HeLa cells | 0.3% of 190,000 active | immunofluorescence imaging | nuclear translocation activity, % at 5 µM;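 active means nuclear translocation activity above 50% at 5 µM, with a well cell count of 50 or more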;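 further: per-cell ratio of nuclear to cytoplasmic median beta-catenin stain intensity; plate controls were DMSO negative control for no effect and GSK-3 inhibitor IX positive control for full effect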
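System: HeLa cells, endogenous beta-catenin; compound dosing: 5 µM primary single dose, 0.1% DMSO, 0.02–20 µM confirmation series; incubation: 24 h compound exposure at 37°C, 5% CO2; signal: beta-catenin immunofluorescence imaging with DAPI; evaluation: % activation, nuclear-to-cytoplasmic median beta-catenin signal ratio per cell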
Autophagy HCS – modulators of autophagy | calls only at 10 µM (by protocol) | MEF GFP-LC3 puncta imaging; test concentration mostly 10 µM | AID 463193 | 0.98% of 190,000 active;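 active means percentage of spot-positive cells more than 3 SD above its plate mean, without a fluorescence outlier flag or 80% toxicity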;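 further: spot-positive cell cutoff set from DMSO-treated cells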
M1AAP inhibition – P. falciparum M1AAP inhibitors, biochemical, fluorogenic H-Leu-NHMec substrate, 1536-well (AID 1445). recombinant M1AAP, H-Leu-NHMec fluorogenic kinetic assay; higher % means a stronger effect. one-dose inhibition, % at 30 µM; IC50 in µM for titrated hits. 0.42% of 220,000 active;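 active means primary inhibition above the hit cutoff, then over 50% inhibition at one or more dose response concentrations, cut at about 23% in these data, passing the limit was not always enough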;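 further: plate controls were DMSO full reaction for no effect and no enzyme background for full effect; strong numbers were not always called active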
M17LAP inhibition – P. falciparum M17LAP inhibitors, primary screen, biochemical, fluorogenic H-Leu-NHMec substrate, 1536-well (AID 1619); 0.38% of 220,000 active; recombinant M17LAP, H-Leu-NHMec fluorogenic kinetic assay; higher % means a stronger effect; inhibition, % at 30 µM; hits with a dose series show IC50 in µM;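 active means compound inhibiting the enzyme by more than half at any dose during confirmatory dose-response retesting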;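 further: plate controls were full reaction with DMSO carrier for no effect and no enzyme background for full effect; strong numbers were not always called active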
Dynein transport cytoplasmic EGFP – further read-out of Dynein transport, marked with its call; z-score; measured here: cytoplasmic GR-EGFP intensity; hits give high values
Dynein transport nuclear GR-EGFP – also measured in Dynein transport; calls as there; z-score; measured here: nuclear GR-EGFP intensity;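 lower value marks the stronger effect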
Dynein transport cell count – second read-out of Dynein transport, no call of its own (marks repeat the call); z-score; measured here: cell count per field
Ins promoter up cell count – further read-out of Ins promoter up, marked with its call; cell count; measured here: cytotoxicity, nuclei count;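 total cells summed across four imaged fields per well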
bCat nuc transl cell count 5 µM – further read-out of bCat nuc transl, marked with its call; cell count; measured here: cell count, cytotoxicity flag
MT stabilizer Hoechst-high % – second read-out of MT stabilizer, no call of its own (marks repeat the call); % Hoechst-high responders; measured here: nuclear condensation Hoechst responders;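 share of cells brighter than vehicle mean plus two SD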
MT stabilizer cytotoxicity % – also measured in MT stabilizer; calls as there; toxicity, %; measured here: cytotoxicity by cell density;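 0% = mean cell density of plate MIN control wells and 100% = no cells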
Autophagy HCS cell loss 18 h – recorded beside Autophagy HCS, whose call it bears; toxicity, %; measured here: cell loss, nuclei count;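 cell loss after 18 h compound exposure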
* marks the source's active call; other numbers are inactive results; i = inactive; nt = no result given; + = active, no number; [ ] = dose if it differs, or a comment.

SMILES	Dynein transport	Dynein transport cytoplasmic EGFP	Dynein transport nuclear GR-EGFP	Dynein transport cell count	K1F lysis inhibition	CSM14.1 death rescue	MT stabilizer	MT stabilizer Hoechst-high %	MT stabilizer cytotoxicity %	Ins promoter up	Ins promoter up cell count	bCat nuc transl	bCat nuc transl cell count 5 µM	Autophagy HCS	Autophagy HCS cell loss 18 h	M1AAP inhibition	M17LAP inhibition
O=C(NCc1cccnc1)c1ccc(Cl)c(Cl)c1	-0.702	-0.291	-0.102	1.62	0.6%	nt	3.2	1.7	9.2	-0.37	1325	nt	nt	i	-3.7	1.9%	-4.2%
O=C(CCC1CCCC1)Nc1cccn(Cc2ccccc2Br)c1=O	-0.655	-0.789	-0.557	-0.0492	0.1%	nt	nt	nt	nt	-0.3	1166	0.1	1227	nt	nt	-2.8%	-7.5%
COc1cccc(CN2CCCC(C(=O)c3ccc4c(c3)OCO4)C2)c1OC (stereo unspecified)	-0.683	-0.143	-0.499	-0.513	0.2%	-0.7%	1.7	2.2	2.9	-0.49	1530	2.6	932	i	-0.2	7.0%	5.1%
Cn1c(N)c(C(=O)COC(=O)C(Cc2ccccc2)NC(=O)c2ccccc2)c(=O)n(C)c1=O (stereo unspecified)	-0.843	0.39	-0.314	-0.375	0.0%	-1.5%	3.2	2.9	9.2	0.23	1286	0.7	1058	i	-0.9	-9.2%	12.8%
Clc1ccc(-c2noc(CSc3nnc(-c4ccncc4)n3-c3ccccc3)n2)cc1	-2.01	0.254	-0.725	0.674	-0.1%	6.0%	1.2	0.6	8.1	-2.21	760	2.0	1139	i	8.6	-7.9%	-2.1%
Cc1ccccc1C(=O)NNC1=NCCC1	0.441	0.435	0.668	0.574	1.9%	-5.0%	2.0	2.1	8.4	nt	nt	-6.4	1232	i	-3.0	0.3%	7.0%
Cc1cc(Cl)cc(Br)c1OCCCNCC(C)O (stereo unspecified)	-0.0404	-0.283	0.288	0.664	0.4%	-2.1%	4.8	1.3	15.6	-0.58	1411	0.6	1447	i	33.8	2.5%	-2.2%
Cc1ccc2c(c1)N(CC(=O)NCc1cccnc1)C(=O)CO2	0.227	-0.241	0.102	-0.337	1.0%	-0.7%	3.5	3.6	1.7	0.16	1142	1.1	1117	i	1.1	7.7%	15.8%
O=C(CSc1ccc2nnc(-c3ccccn3)n2n1)Nc1ccc2c(c1)OCCO2	-0.556	-0.306	-0.325	0.98	-0.8%	0.5%	1.9	3.8	8.0	-0.47	897	nt	nt	i	-0.4	-0.1%	6.8%
COc1ccc(CCC(=O)NCc2ccco2)cc1	-0.185	-0.212	0.0359	1.94	0.6%	-3.1%	1.8	0.0	30.8	-0.12	1259	nt	nt	i	2.9	3.6%	12.1%
O=C(c1cnn2cccnc12)N1CCN(c2ccccc2)CC1	0.0785	-0.0605	0.00533	-0.0111	0.3%	nt	1.5	1.3	0.7	nt	nt	nt	nt	i	0.5	14.3%	-0.8%
C=CCn1c(SCC(=O)Nc2ccc3c(c2)CCC3)nc2ccccc2c1=O	-0.04	-0.25	0.158	0.566	0.3%	-2.7%	5.1	4.2	1.3	0.09	1323	-2.6	487	i	1.4	-2.1%	4.6%
COc1cc(NC(=O)c2ccccc2)c(OC)cc1NC(=O)Cc1cccs1	-0.612	-0.238	-0.465	0.71	nt	2.7%	1.7	1.5	8.1	0.23	1495	0.9	1077	i	3.6	11.3%	13.1%
CSc1nc(=O)n(-c2ccccc2)c(C)c1C(C)=O	-1.07	-0.201	-0.4	0.795	-0.2%	2.9%	1.5	1.8	9.5	-0.2	1209	-6.3	968	i	10.8	-3.2%	2.8%
Cc1ccc(-c2oc3ccccc3c(=O)c2O)cc1	0.397	-0.24	0.361	0.838	5.6%	-3.0%	6.3	1.4	8.1	-1.4	1752	-0.5	1009	+	15.0*	6.5%	-110.2%
O=C(Cc1ccccc1)NC1CCN(Cc2ccccc2)CC1	-0.348	-0.311	0.166	0.238	0.9%	0.4%	3.1	2.6	6.1	-0.4	1220	-1.7	1097	i	7.6	3.2%	-1.9%
Cc1cc(C)nc(N2CCCC(C(=O)Nc3nnc(C(C)(C)C)s3)C2)n1 (stereo unspecified)	-0.691	-0.32	-0.233	0.557	-1.1%	0.5%	3.0	2.1	7.2	0.25	1529	-0.2	1485	i	-0.8	0.4%	7.4%
COc1ccc(N2CCN(C(=O)COc3ccc4c(C)cc(=O)oc4c3)CC2)cc1	-0.134	-0.254	-0.368	0.64	0.1%	0.7%	2.0	1.6	7.6	-0.36	1106	4.7	902	i	-3.7	9.5%	-12.2%
CCO[C@H]1OC(C(=O)N2CCN(C)CC2)=C[C@@H](c2coc3ccccc3c2=O)[C@@H]1CCCO	-0.203	0.749	0.313	-0.192	1.8%	-2.5%	5.6	1.3	4.1	0.38	1446	-0.7	1135	i	-8.6	-3.9%	-7.9%
O=C(CCc1ccccc1)Nc1ccc(NC(=O)C2CCCCC2)nc1	1.77	-0.212	0.476	-0.308	0.2%	1.4%	1.3	2.3	6.7	-0.08	1650	-1.8	968	i	-0.1	-4.7%	-2.3%
CN(C)S(=O)(=O)N1CCN(S(=O)(=O)N(C)C)CC1	0.455	-0.195	0.561	-0.465	-0.8%	-0.3%	2.3	1.9	13.4	-0.1	865	nt	nt	i	1.2	-5.3%	0.7%
COc1ccc(NC(=O)Cn2cccc2)c(OC)c1	0.00303	-0.216	0.33	-0.0992	0.8%	-1.0%	5.7	2.7	8.3	nt	nt	nt	nt	i	-1.7	3.3%	-3.8%
CC(C)(C)NC(=O)/C(=C\c1ccco1)NC(=O)c1cccs1	-0.51	-0.286	-0.392	0.798	0.9%[50 µM]	-1.5%	3.2	2.0	2.0	0.2	1440	-0.5	1121	i	-4.2	2.5%	-12.8%
Cc1ccc2nc(C(=O)N3CCc4c([nH]c5ccccc45)C3c3ccccn3)cn2c1 (stereo unspecified)	-0.409	-0.309	-0.162	0.557	-0.2%	-2.3%	2.9	2.0	3.9	-0.99	1622	0.5	1515	i	1.4	6.0%	-2.5%
CN(Cc1ccc(F)cc1)Cc1nc(CCc2ccccc2)no1	0.635	-0.203	0.887	0.13	0.3%	0.3%	1.5	1.2	11.0	-0.02	1503	0.4	983	i	-19.6	nt	nt
Cc1nnc2nc(-c3ccccc3)nc(-c3ccccc3)n12	0.944	-0.215	0.952	-0.284	-0.9%[50 µM]	nt	nt	nt	nt	-0.15	910	0.2	1304	nt	nt	0.5%	-2.6%
CC(=O)c1cc2c(cc1NC(=O)CN1CCC(Cc3ccccc3)CC1)OCO2	-1.02	-0.218	-0.542	-0.547	0.5%	0.9%	1.2	1.0	2.8	0.12	690	-3.7	1111	i	-8.4	-0.4%	2.9%
COc1ccc(S(=O)(=O)N2CCCCCC2)cc1NC(=O)c1c2c(nc3ccccc13)CCN(Cc1ccccc1)C2	-0.203	-0.323	-0.234	0.474	0.1%	-3.9%	2.6	3.8	6.0	nt	nt	-0.4	954	i	-7.1	2.6%	3.7%
Cc1onc(-c2ccccc2Cl)c1C(=O)N(Cc1nc(-c2ccccc2)no1)C1CCCCC1	-0.447	-0.266	-0.087	0.591	-0.6%	-2.2%	0.7	0.4	4.5	2.93	719	nt	nt	i	-4.7	2.7%	-13.4%
CCC(=O)Oc1ccc(-c2nc(-c3cccnc3)no2)cc1	0.352	-0.184	0.447	0.0452	0.4%	-2.1%	7.9	4.1	2.2	-0.77	1541	-1.9	835	i	13.6	3.0%	12.4%
COc1ccc(N2CCN(C(=O)Cc3coc4cc(C)ccc34)CC2)cc1	-0.265	-0.26	-0.162	0.119	1.7%	-0.4%	2.5	1.2	3.6	0.37	1305	-2.8	1104	i	-2.6	4.5%	3.2%
CCC(Sc1nc(C)cc(C)n1)C(=O)Nc1ccc(S(N)(=O)=O)cc1 (stereo unspecified)	1.77	-0.162	1.75	-2.21	0.4%	nt	nt	nt	nt	0.15	934	0.9	1253	nt	nt	-1.6%	5.9%
CCCn1c(SCC(=O)NC(=O)NC(C)(C)C)n[nH]c1=O	-0.537	0.262	-0.277	1.1	-1.7%	1.3%	1.7	1.6	2.5	0.28	1246	-3.0	1096	i	-0.8	1.9%	-3.3%
CC(C)N(C(=O)CSc1nc2ccccc2c(=O)[nH]1)C(C)C	-0.108	-0.245	-0.184	0.0175	0.4%	0.7%	1.9	1.2	10.1	0.03	1510	3.8	1070	i	-2.7	8.2%	6.1%
Clc1ccsc1-c1csc(-c2cccnc2)n1	-0.961	0.267	-0.595	0.499	4.9%[50 µM]	-2.0%	10.8	3.5	49.0	-0.3	947	nt	nt	i	12.7	3.3%	13.4%
O=C(CCn1c(=S)[nH]c2ccccc2c1=O)N1CCOCC1	-0.775	-0.277	-0.397	0.678	-1.2%	-1.1%	5.4	3.1	6.7	0.96	1398	-0.5	1005	i	9.6	2.6%	7.0%
CCn1c(NCc2ccco2)nc2ccccc21	0.42	-0.261	0.218	-0.477	-0.2%	0.0%	2.5	1.7	4.4	-0.98	1359	-1.0	1154	i	7.9	0.1%	3.5%
NNC(=O)c1cccc(Cn2cc(Br)c([N+](=O)[O-])n2)c1	-0.41	-0.136	0.224	-0.14	1.0%	nt	nt	nt	nt	-1.05	1057	0.2	1309	nt	nt	2.5%	8.2%
